Screening results as filed in PubChem BioAssay.
V1aR counter: activates human V1a receptor in oxytocin agonist counter-screen; P37288; CHO-V1R cells, Fluo-8 calcium fluorescence, agonist mode; 0% DMSO, 100% 3 nM vasopressin; activation, % at 3 µM; 0.25% of 320,000 active;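 active = activation above the mean activation of all tested compounds plus 3 SD, per screening run, cut at about 20% in these data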;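 note: signal is peak over basal fluorescence ratio across a 100 second FLIPR read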
OXTR ag: agonists of human oxytocin receptor; CHO-OTR cells, Fluo-8 calcium fluorescence; normalized: DMSO 0%, oxytocin 100%; activation, % at 3 µM; P30559; 0.32% of 320,000 active;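 active = activation above the mean of all tested compounds plus 3 SD, cutoff set per screening run, cut at about 20% in these data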;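 note: peak over basal fluorescence ratio from a 100 s FLIPR kinetic read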
Target sequence (P30559 whole entry, looked up): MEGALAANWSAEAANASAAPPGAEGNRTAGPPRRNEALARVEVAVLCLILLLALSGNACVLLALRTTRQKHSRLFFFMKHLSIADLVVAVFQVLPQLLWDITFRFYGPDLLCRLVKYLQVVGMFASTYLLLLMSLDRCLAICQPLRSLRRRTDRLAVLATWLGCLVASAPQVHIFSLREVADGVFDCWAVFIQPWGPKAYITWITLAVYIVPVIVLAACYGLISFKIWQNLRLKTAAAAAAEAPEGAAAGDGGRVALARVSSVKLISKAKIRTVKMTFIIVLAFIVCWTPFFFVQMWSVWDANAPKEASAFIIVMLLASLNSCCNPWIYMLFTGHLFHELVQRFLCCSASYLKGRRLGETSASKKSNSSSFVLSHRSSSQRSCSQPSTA
NALP1 inh: blocks the NALP1 inflammasome reconstituted in yeast; 0.61% of 280,000 active; S. cerevisiae NALP1/ASC/caspase-1 growth, X-gal OD620, 72 h; inhibition, % at 10 µM; in the data active = inhibition mostly above about 24%, no sharp cut-off; inactive = mostly below about 32%; note: some compounds called inactive have numbers as strong as hits
MEKK2wt PB1 HTS: raises or lowers MEK5 binding to wildtype human MEKK2 PB1 domain; Q9Y2U5; bead flow cytometry, Alexa488-MEK5 binding to MEKK2 WT; actives lie on both sides; binding response (% of control), % at 10 µM; 1.1% of 290,000 active; in the data active = binding response below about 67% or above about 130%
MEKK2 mut-MEK5: signal of MEK5 binding to mutant human MEKK2 PB1 domain; bead flow cytometry, Alexa488-MEK5 binding to MEKK2 mutant; 0.35% of 290,000 active; AID 1530; percent response, % at 10 µM; in the data active = percent response above about 24%, passing the limit was not always enough; note: inactives centre near 1; some results filed as inactive read as strong as hits; reference of the scale not given here
MEKK3 PB1 HTS: raises or lowers MEK5 binding to the human MEKK3 PB1 domain. Q99759. AID 1529. binding response (% of control), % at 10 µM. bead-based flow cytometry, Alexa488-MEK5 binding to MEKK3; actives lie on both sides; 0 = blocked by unlabeled MEK5, 100 = vehicle. 1.4% of 290,000 active;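 active = binding response more than 3 SD above or below the average of its plate-row segment, actives on both sides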;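 note: Alexa488 bead fluorescence after subtracting the streptavidin-only scavenger bead signal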
GalR3 antag: blocks the human galanin receptor 3. O60755. HEK293 GalR3-CNG cAMP membrane potential fluorescence; galR3 body fused to GalR1 C-terminus. inhibition, % at 3 µM. 0.44% of 360,000 active;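 active = inhibition above the screen-wide average plus 3 SD, cut at about 13% in these data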;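 note: forskolin and galanin both at EC90 stimulate the cells; cAMP rise reported by CNG channel membrane potential dye signal; 0% = forskolin plus galanin with DMSO and 100% = forskolin alone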
Target sequence (O60755 1-299 limits assumed): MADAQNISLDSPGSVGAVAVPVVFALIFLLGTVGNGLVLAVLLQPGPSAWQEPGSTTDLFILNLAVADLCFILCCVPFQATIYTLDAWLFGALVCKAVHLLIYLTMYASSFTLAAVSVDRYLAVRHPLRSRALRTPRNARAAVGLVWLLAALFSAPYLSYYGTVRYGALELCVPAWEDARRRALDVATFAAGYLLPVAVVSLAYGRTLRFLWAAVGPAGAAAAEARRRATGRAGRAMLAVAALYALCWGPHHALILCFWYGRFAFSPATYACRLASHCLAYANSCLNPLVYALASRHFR
GPR7 antagonist: antagonists of human GPR7 (neuropeptides B/W receptor 1); P48145; inhibition, % at 4.4 µM; GPR7-expressing cells, fluorescence antagonist assay; 1.1% of 290,000 active; in the data active = inhibition above about 16%, passing the limit was not always enough;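 note: cells stimulated with the agonist NPW; 0% = agonist with vehicle and 100% = vehicle without agonist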
Target sequence (P48145 whole entry, looked up): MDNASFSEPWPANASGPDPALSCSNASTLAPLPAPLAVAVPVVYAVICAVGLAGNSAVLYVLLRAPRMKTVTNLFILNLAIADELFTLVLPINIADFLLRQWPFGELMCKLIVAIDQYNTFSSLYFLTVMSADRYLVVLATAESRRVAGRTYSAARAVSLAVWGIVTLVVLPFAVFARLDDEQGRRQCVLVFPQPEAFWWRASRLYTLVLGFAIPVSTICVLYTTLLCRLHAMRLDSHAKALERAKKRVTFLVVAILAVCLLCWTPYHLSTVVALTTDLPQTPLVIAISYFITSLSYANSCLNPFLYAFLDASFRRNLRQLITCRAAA
PHOSPHO1 block: blocks human PHOSPHO1 phosphatase activity; 1.1% of 290,000 active; recombinant PHOSPHO1, absorbance phosphatase assay; inhibition, % at 13.3 µM; Q8TCT1; AID 1565; in the data active = inhibition above about 60%
Starred values were filed as active, the others as inactive; . = not tested or not shown; [ ] = dose if it differs, or a comment.

SMILES	V1aR counter	OXTR ag	NALP1 inh	MEKK2wt PB1 HTS	MEKK2 mut-MEK5	MEKK3 PB1 HTS	GalR3 antag	GPR7 antagonist	PHOSPHO1 block
Cc1ccc2cccc(S(=O)(=O)NC3CCS(=O)(=O)C3)c2n1 (configuration not stated)	-0.2	1.2	28	-1.0*[inhibitor]	-26	2.0*[inhibitor]	.	1	25
O=C(Nc1ccc2c(c1)OCCO2)C1CCN(c2cnccn2)CC1	-0.3	1.3	-7	95	2	101	-5	2	11
O=C1CN(S(=O)(=O)c2ccc([N+](=O)[O-])cc2)CC(=O)N1	0.2	1.0	-14	100	3	98	-2	-3	49
COc1ccc(CC(=O)Nc2ccc(N3CCN(c4ccc(OC)cc4)CC3)c(C#N)c2)cc1	1.7	1.8	1	113	14	114	-2	-2	-57
Cc1ccc(NS(=O)(=O)c2ccc(NC(=O)C3CC3)cc2)cc1C	.	.	26	101	0	103	-1	-18	.
COC(=O)CCS(=O)(=O)c1ccc(Cl)cc1	0.1	-0.2	7	97	3	100	-4	1	6
CSc1ccccc1-n1nnnc1SCC(=O)Nc1cc(C)ccc1C	0.0	-0.1	10	102	0	103	-3	-4	12
O=C(c1cc(-c2ccccn2)nc2c(Cl)cccc12)N1CCN(C(=O)C2CCCO2)CC1 (configuration not stated)	-0.2	-0.3	38*	97	2	98	-1	-16	-46
CN1C(C(=O)NCC2CC2)CC2Cn3c(nc4cc(Cl)c(Cl)cc43)C21 (configuration not stated)	1.4	2.4	.	81	4	81	-3	.	31
O=C(COc1ccc2ccc(=O)oc2c1)NCCc1c[nH]c2ccc(F)cc12	8.0	7.2	12	90	-14	95	-11	15	22
CN(C)CCCN(C(=O)CCc1ccccc1)c1nc2ccc(Br)cc2s1	4.1	11	19	233*	43	113	-16	24*	-23
COc1cccc(CNC(=O)CNC(=S)N(Cc2ccccc2)Cc2ccccc2F)c1	.	.	12	110	0	124	-1	6	-1

As entered above:
Under MEKK2wt PB1 HTS, Cc1ccc2cccc(S(=O)(=O)NC3CCS(=O)(=O)C3)c2n1 (configuration not stated) reads -1.0*[inhibitor]
Under MEKK3 PB1 HTS, CSc1ccccc1-n1nnnc1SCC(=O)Nc1cc(C)ccc1C reads 103
Under GalR3 antag, Cc1ccc(NS(=O)(=O)c2ccc(NC(=O)C3CC3)cc2)cc1C reads -1

(listing goes on)
SMILES	V1aR counter	OXTR ag	NALP1 inh	MEKK2wt PB1 HTS	MEKK2 mut-MEK5	MEKK3 PB1 HTS	GalR3 antag	GPR7 antagonist	PHOSPHO1 block
COC(=O)CC(NC(=O)c1cccs1)c1ccc(OC)c(OC)c1 (configuration not stated)	5.5	0.9	-22	96	-3	101	-6	-20	28
Nc1nonc1C(=O)OCC(=O)N1CCCCC1	-0.3	-0.8	-10	106	8	107	5	-3	7
O=C(CN1CCOCC1)N/N=C/c1c(O)ccc2ccccc12	2.8	1.3	4	108	1	102	-5	-10	8
COc1cc(/C=N/NC(=O)c2ccncc2)ccc1OC(=O)c1ccc([N+](=O)[O-])cc1	10	11	-4	97	-1	99	-5	-7	8
NC(=S)N/N=C/c1ccc(C23CC4CC(CC(C4)C2)C3)cc1	0.1	-1.4	5	89	-1	102	.	-41	29
CN(C(=O)c1ccccc1)c1ccccc1C(=O)NCCc1ccccc1	0.6	-0.1	10	90	-5	84	1	-1	19
CS(=O)(=O)Oc1ccc(Br)cc1/C=C1/N=C(c2ccco2)OC1=O	0.4	0.2	16	114	4	118	0	9	-2
COc1ccc(-n2nc(C(=O)Nc3ccc4c(c3)OCO4)c3ccccc3c2=O)cc1	-0.5	-1.5	0	.	.	.	2	-7	-14
COc1ccc(C(c2nnnn2Cc2cccs2)N2CCN(c3ccccc3)CC2)cc1OC (configuration not stated)	0.8	3.0	5	92	-1	96	-5	5	-4
Cc1ccc(C(=O)CNc2cccc(Cl)c2)cc1	0.0	-2.0	32	96	-1	93	-4	-4	-8
CC(=O)NC(Cc1c[nH]c2ccccc12)C(=O)OCC(=O)N1CCCCCC1 (configuration not stated)	-0.6	0.5	14	101	-2	99	7	-3	30
CCOC(=O)C1CCN(Cc2cn(C)nc2-c2ccc(Oc3ccccc3)cc2)CC1	0.9	2.8	22	118	9	107	-1	-6	18
O=C(CSc1nnc(NC(=O)c2cccc(F)c2)s1)NC1CC1	1.1	0.1	14	101	-3	101	-1	-7	56
O=C(CN1CCOCC1)N/N=C/c1cccc2ccccc12	0.5	0.2	18	106	2	99	-11	-7	25
CCOc1cc(C#N)c(NC(=O)c2ccnn2C)cc1OCC	-0.4	-1.4	18	95	1	98	-2	-3	2
O=C(CCC1CCCC1)NNC(=O)c1cc2ccccc2cc1O	2.1	0.8	-39	95	1	101	-7	-5	-4
Cc1cc(N2CCN(c3ccccc3Cl)CC2)n2cc(-c3ccccc3)nc2n1	-0.2	-1.0	.	77	-17	87	-4	-15	1
CC(NC(=O)Cn1cnc2c1c(=O)n(C)c(=O)n2C)c1ccccc1 (configuration not stated)	0.8	0.2	6	.	.	.	-2	-10	-2
COc1ccc(N2C(=O)CCC(C(=O)O)C2c2ccc(OC)c(OC)c2)cc1 (configuration not stated)	0.3	0.3	-7	98	0	101	-3	2	-12
CCOC(=O)C1=c2s/c(=C\c3cccnc3)c(=O)n2C(N)=C(C(=O)OC)C1c1cccnc1 (configuration not stated)	0.7	-0.3	20	104	1	104	1	3	23
CCOC(=O)C1=C2N(C)c3ccccc3N2CCC1=O	1.4	5.0	18	103	3	98	6	-15	1
Cn1ccnc1C(OC(=O)c1ccccc1)C(F)(F)F (configuration not stated)	-0.2	-1.2	9	106	4	102	7	-9	9
Cc1ccc(NC(=O)C2CCN(S(=O)(=O)c3ccc(F)cc3)CC2)cc1	1.7	-0.8	13	95	-4	98	-3	-5	-10
O=C(C1=C[C@@H](c2coc3ccccc3c2=O)C[C@@H](OCCCCO)O1)N1CCOCC1	-0.5	0.8	20	79	9	80	-7	1	18
Cc1cc(C)c(NC(=O)c2c[nH]c(=S)n2-c2ccc(F)cc2)c(C)c1	0.7	0.2	-9	93	-6	95	-5	-3	-76
Cc1cccc(Nc2nc(-c3ccc4c(c3)OCCO4)cs2)c1	0.2	-0.1	2	96	-5	89	-4	-12	73*
COc1ccc(-c2cn[nH]c2-c2ccc(OC)cc2O)cc1	-0.4	-0.6	12	95	0	96	-11	-4	24
O=CNCCCc1nc2ccccc2n1Cc1ccccc1	1.4	-0.4	-8	93	-6	94	-3	-6	1
C=CCNC(=S)N1CCC(C(=O)c2ccc(Cl)cc2)CC1	4.7	7.7	-2	105	6	103	-5	-8	19
CCOc1ccc(N(CC(=O)N2CCN(c3ccccc3F)CC2)S(=O)(=O)c2c(C)noc2C)cc1	0.3	0.7	9	94	2	99	0	-3	12
COc1ccccc1CNC(=S)Nc1ccc2nc(N3CCN(C)CC3)cc(C)c2c1	1.2	1.7	15	138*	22	105	-6	-13	-14
CSc1ccccc1OC1CCN(Cc2ccccc2)CC1	6.1	1.3	26	107	-1	97	-3	8	-23
O=C(Cc1ccc(Cl)cc1)Nc1ccccn1	-0.3	-1.3	17	105	5	105	-8	5	33
CCOC(=O)C1=C(C(C)=O)C(c2cccnc2)C(C#N)=C(N)O1 (configuration not stated)	0.0	0.7	5	101	5	101	-2	-2	45
C#CCNC(=O)C1=C[C@H](c2ccc(C(F)(F)F)cc2)C[C@H](OCc2ccc(CO)cc2)O1	0.0	2.6	3	100	1	107	-6	-2	24
O=C(Oc1ccc(-c2ccccc2)cc1)N1CCCCC1	0.1	-1.2	-1	106	6	107	-1	-10	-17
COc1ccccc1-n1c(-c2ccccc2)n[nH]c1=S	0.9	-0.2	2	96	-4	96	4	-10	-76
CC(C)CC(=O)Nc1ccnn1C1CCN(C(=O)c2ccc(Cl)cc2F)CC1	0.6	-0.8	19	99	-2	96	1	2	29
CC(C)Cn1c(SCc2nnc(-c3cccs3)o2)nc(O)cc1=O	2.4	-1.0	-12	105	2	99	1	-10	1
CC(=O)Nc1cc(-n2cnnn2)ccc1C	0.9	-0.4	1	95	-11	100	-1	-3	45
Nc1nc(SCc2ccc(F)cc2)ns1	-0.2	0.5	1	96	-5	98	-4	7	34
Cc1ccc(N2CCN(Cc3ccccc3)CC2=O)c(C)c1	1.2	0.6	-26	111	13	103	-4	-7	.
COc1ccc(-c2nc3c(c4nnc(SC(C)C(=O)Nc5ccc(C)cc5)n24)COC(C)(C)C3)cc1 (configuration not stated)	-0.3	0.1	24	102	0	131	0	-7	-1
Nc1ccc(CN2CCCCCC2)cc1	0.3	-0.1	-5	136*	13	116	-5	-14	-1
CCCN1CNC(=S)N(c2cc(C)ccc2C)C1	1.2	0.8	8	92	-2	87	-3	-4	-11
O=C(CCC1CCCN(C(=O)c2ccc3c(c2)OCCO3)C1)NCc1ccccc1F (configuration not stated)	-0.5	-1.3	1	101	8	104	-3	-12	10
COc1ccccc1NC(CC(=O)c1ccccc1)C(=O)OCC(=O)c1ccc(C)c(C)c1 (configuration not stated)	0.1	-1.1	10	112	13	100	8	-1	-14
O=C(Nc1nc2ccc(Cl)cc2s1)[C@@H]1CCCN1C(=O)c1cccs1	1.9	0.8	21	85	-4	87	4	-9	-2
CN1CCN(c2cc3c(c4c2[nH]c2ccccc24)C(=O)CC(C)(C)C3)CC1	4.6	9.1	-32	159*	36*	115	2	20	-2
CCn1c(SCc2nc(-c3ccccc3)no2)nnc1-c1ccco1	0.0	2.6	17	104	3	90	-4	3	-10
O=C(O)c1ccc(N2C(=O)Nc3ccccc3N2O)cc1	0.1	-0.1	20	104	4	104	-4	-17	20
COc1ccccc1CNC(=O)c1ccc(OC(C)C)cc1	-1.1	-2.8	9	96	-6	98	1	-13	8
O=C(OCc1cc(Cl)ccc1OC(F)F)c1cc(S(=O)(=O)O)ccc1O	.	.	8	101	3	107	-4	-10	25
Cc1cc2n(n1)C(c1ccccc1Cl)Nc1ccccc1-2 (configuration not stated)	-1.9	-2.6	14	101	0	102	-4	-14	1
COc1cccc(C2C(C(=O)c3ccc(C)o3)=C(O)C(=O)N2CCN2CCOCC2)c1OC (configuration not stated)	1.8	0.5	15	103	-2	98	-1	-14	18
O=C(Nc1ccccc1C(=O)Nc1ccccn1)c1ccccc1F	0.1	-2.0	-4	105	4	103	-7	-23	30
Cc1c(C(=O)N/N=C/C(C)C)[nH]c2ccc([N+](=O)[O-])cc12	6.8	3.0	14	104	2	108	-5	-5	17
CC1C2NC(=O)N(Cc3ccccc3)C1(C)Oc1ccccc12 (configuration not stated)	-0.8	-0.9	-1	81	-21	94	-5	-2	-20
CCc1ccccc1NC(=O)CSc1nc2[nH]c(=O)cc(O)c2s1	0.3	0.0	9	98	5	101	-6	-3	12
Cc1ccc(NC(=O)CSc2nc3ccccc3c(=O)n2CCCC(=O)NCC2CCCO2)cc1 (configuration not stated)	-0.3	-0.6	28	101	-3	96	-7	17	-4
Cc1cccc(NC(=O)c2cc3ccccc3nc2C)c1	0.1	-0.8	8	82	-7	95	-3	-6	20
CCOC(=O)C1CCCN(C(=O)c2ccc(CS(=O)(=O)c3ccc(C)cc3)o2)C1 (configuration not stated)	-0.1	0.4	3	115	5	107	.	-4	3
